Assay outcomes deposited in PubChem BioAssay by National Center for Advancing Translational Sciences (NCATS).
TR SRC2 fluor cs: counter-screen for TRb-SRC2 inhibitors: fluorescence interference; TRb/SRC2 Texas Red total fluorescence interference; Potency, µM (doses to about 106 µM), for the others: top-dose fluorescence change, negative = quenching; hit rate 0.29% among 280,000; AID 1479; active = well fitted curve in either direction with a large enough effect; inconclusive = small, poorly fitted or top-dose-only effect
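Human TRβ ligand-binding domain (0.6 uM) and Texas Red SRC2 peptide (20 nM) in Tris buffer with 1 uM T3 and 5% DMSO were incubated with pinned compound for 5 hr at ambient temperature. Total fluorescence was computed as S + 2P (555/632 nm).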
TRb-SRC2 inh: inhibitors of human thyroid hormone receptor beta-SRC2 interaction; P10828; TRbeta-SRC2 peptide binding, fluorescence polarization; receptor liganded with 1 µM T3; Potency, µM (series often up to 106 µM), without a hit: at the highest dose activity change, negative = inhibition, most hits filed as inhibitors; hit rate 0.065% among 280,000; AID 1469;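 note: plate controls were bound peptide for no effect and peptide without receptor for full effect; nearly all actives have a fitted effect of over 50% in size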
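Fluorescence polarization of 20 nM Texas Red SRC2 peptide (20-aa NR interaction domain) bound to 0.6 uM human TRb ligand-binding domain, with 1 uM T3, after 5 hr at ambient temperature; inhibition seen as decreased polarization.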
ALDH1A1 inh: inhibitors of human aldehyde dehydrogenase 1A1. hit rate 7.3% among 220,000. P00352. Purified ALDH1A1, NADH fluorescence, propionaldehyde substrate. AID 1030. Potency, µM (highest dose often 75.3 µM), inactives show at the highest dose activity, negative = inhibition, hits mostly inhibitors; active = well fitted inhibition curve with a large enough effect, not every such curve was filed as active; inconclusive = small, poorly fitted or top-dose-only effect, or another doubt; inactive = no such curve, though single readings can be large or run the other way;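 note: plate controls were no enzyme wells and a reference inhibitor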
Target sequence (P00352 whole entry, looked up): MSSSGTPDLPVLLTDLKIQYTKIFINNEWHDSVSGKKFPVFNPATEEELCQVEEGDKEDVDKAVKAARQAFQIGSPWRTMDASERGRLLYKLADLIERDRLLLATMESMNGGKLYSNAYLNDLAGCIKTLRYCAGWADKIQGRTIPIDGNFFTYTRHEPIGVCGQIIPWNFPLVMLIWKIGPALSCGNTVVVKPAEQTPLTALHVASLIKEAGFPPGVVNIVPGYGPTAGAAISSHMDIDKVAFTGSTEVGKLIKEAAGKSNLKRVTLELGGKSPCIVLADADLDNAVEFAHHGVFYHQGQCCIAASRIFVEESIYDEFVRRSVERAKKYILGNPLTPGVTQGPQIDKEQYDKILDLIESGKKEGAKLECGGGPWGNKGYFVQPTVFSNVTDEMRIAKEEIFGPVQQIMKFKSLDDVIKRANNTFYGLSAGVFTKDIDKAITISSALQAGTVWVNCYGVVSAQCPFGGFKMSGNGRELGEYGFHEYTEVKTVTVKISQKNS
aGal spleen mod: alpha-galactosidase A (human) modulation; P06280; human spleen homogenate, 4MU-alpha-Gal fluorescence, 40 min; Potency, µM (top dose mostly 80 µM), without a hit: top-dose activity change, negative = inhibition, usual class: inhibitors; hit rate 0.008% among 240,000; AID 2107;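 note: 0% = enzyme with vehicle and -100% = no enzyme basal signal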
Target sequence (P06280 32-429 limits assumed): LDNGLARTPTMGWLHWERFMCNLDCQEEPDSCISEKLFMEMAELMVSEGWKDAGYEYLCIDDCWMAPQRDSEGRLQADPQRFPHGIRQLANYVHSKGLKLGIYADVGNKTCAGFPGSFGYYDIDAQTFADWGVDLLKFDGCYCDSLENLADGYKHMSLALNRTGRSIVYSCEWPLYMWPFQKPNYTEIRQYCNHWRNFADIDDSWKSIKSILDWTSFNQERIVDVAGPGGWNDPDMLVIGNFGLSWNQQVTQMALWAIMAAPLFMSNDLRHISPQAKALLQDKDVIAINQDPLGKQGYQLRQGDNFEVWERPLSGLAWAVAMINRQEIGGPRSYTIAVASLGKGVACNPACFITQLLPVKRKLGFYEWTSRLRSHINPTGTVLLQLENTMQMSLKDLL
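Fluorogenic readout (Ex 365/Em 440 nm) of 4-methylumbelliferone released from 1 mM 4-MU-alpha-galactoside by spleen homogenate, 40 min at 37C, pH 5.0. Data normalized to no-enzyme and enzyme controls; Hill-equation AC50 from compound titrations.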
Tau fibril FP: blocks human tau fibril formation measured by polarization; P10636; K18 P301L tau heparin fibrillization, Alexa594 FP, 6 h; Potency, µM (top dose mostly 57.7 µM), for inactives: at the highest dose activity, negative = inhibition, most hits filed as inhibitors; AID 1468; hit rate 0.39% among 280,000; note: nearly all actives have a fitted effect of over 55% in size
Target sequence (P10636 561-689 P618L limits assumed): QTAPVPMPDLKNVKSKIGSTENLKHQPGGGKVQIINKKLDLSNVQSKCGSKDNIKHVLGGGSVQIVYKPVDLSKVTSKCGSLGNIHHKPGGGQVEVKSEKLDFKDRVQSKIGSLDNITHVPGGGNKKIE
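Read-out: fluorescence polarization of Alexa 594-labeled tau (0.24 uM), 555 nm excitation, 632 nm emission. Mixtures held 15 uM unlabeled K18 P301L, compound and 20 uM heparin, pH 7 acetate buffer, incubated 6 hr at 37 C.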
Tau fibril ThT: blocks human tau fibril formation measured by thioflavin T; Potency, µM (doses to about 57.4 µM), inactives show top-dose activity, negative = inhibition, usual class: inhibitors; hit rate 2.1% among 270,000; AID 1460; recombinant tau K18 P301L, heparin-induced fibrillization, ThT fluorescence; note: nearly all actives have a fitted effect of over 55% in size
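Recombinant human tau K18 fragment […] carrying P301L, 15 uM unlabeled plus 0.24 uM Alexa 594-labeled, was fibrillized with 20 uM heparin in 100 mM sodium acetate pH 7 for 6 hr at 37 C; 30 uM ThT fluorescence read after 1 hr.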
Tau fluor cs: counter-screen for tau fibril formation inhibitors; hit rate 0.93% among 280,000; Potency, µM (titrated, usually from 57.7 µM), without a hit: at the top dose activity change, negative = decrease; tau K18 P301L (four-repeat tau fragment) Alexa594 fluorescence, heparin fibrillization; note: nearly all actives have a fitted effect of over 55% in size
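Human K18 P301L tau (15 uM unlabeled plus 0.24 uM Alexa 594-labeled, final) in 100 mM sodium acetate pH 7 was mixed with compound and 20 uM heparin and incubated 6 hr at 37 C.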
L3MBTL1 inh: blocks human L3MBTL1 | Q9Y468 | AlphaScreen L3MBTL1–H3K9me1 peptide binding | Potency, µM (series often up to 57.1 µM), for the others: top-dose activity, negative = inhibition, most hits filed as inhibitors | hit rate 0.66% among 230,000; note: nearly all actives have a fitted effect of over 60% in size
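L3MBTL1 (50 nM) pre-complexed 30 min with biotinylated H3(1-15)K9me1 peptide (75 nM), then compounds added for 30 min at room temperature; AlphaScreen streptavidin donor/nickel chelate acceptor beads (10 ug/mL final) read after 30 min dark incubation.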
Active calls of the source: *; ? = inconclusive; . = no result given; & = joins results of further samples; [ ] = remark or other dose. Unless noted, calls come from the whole dose curve; as a rule, active = well fitted curve in the direction sought with a large enough effect; inconclusive = small, poorly fitted or top-dose-only effect, or another doubt; inactive = no such curve, though single readings can be large; an effect the other way counts as inactive or inconclusive. Unless noted, % is set by controls: 0 for no effect and ±100 for the full control effect; potency is the fitted concentration of half-maximal effect.

SMILES	TR SRC2 fluor cs	TRb-SRC2 inh	ALDH1A1 inh	aGal spleen mod	Tau fibril FP	Tau fibril ThT	Tau fluor cs	L3MBTL1 inh
Cc1cc2cc(CN(Cc3cccs3)C(c3nnnn3C(C)(C)C)C(C)C)c3nnnn3c2cc1C (stereo not given)	-2%	7%	11%	3%	10%	-2%	7%	-2%
CCc1ccc(CN2CCCC(CNS(=O)(=O)c3ccc(OC)cc3)C2)cc1 (stereo not given)	0%	-8%	0%	0%	-2%	-2%	-8%	-6%
CCC(C(=O)OCC(=O)NC(=O)NC(C)(C)C)c1ccccc1 (stereo not given)	-2%	4%	9%	4%	10%	-5%	-5%	-12%
CC(=O)c1ccc(N(C(=O)Cn2nnc3ccccc32)C(C(=O)NCc2ccccc2)c2ccccn2)cc1 (stereo not given)	-2%	12%	1%	3%	2%	?	-3%	4%
C=CCNc1sc(C(=O)c2ccc(C)cc2)c(N)c1C#N	-1%	-1%	1%	-9%	0%	6%	-10%	-7%
O=C(CCc1nnc(CCc2ccccc2)o1)N1CCCC1c1nccs1 (stereo not given)	-7%	1%	-5%	6%	0%	-13%	-8%	-2%
CC(=O)c1cc2ccc(O)cc2oc1=O	-1%	5%	.	?	8%	?	-3%	8%
O=C(/C=C/c1ccccc1)N1CCN(Cc2nc3ccccc3c(=O)[nH]2)CC1	-5%	-2%	?	5%	3%	-8%	-6%	-2%
Cc1ccc2c(c1)N(CC(=O)O)C(=O)CO2	-1%	-16%	-6%	-19%	3%	-9%	-3%	0%
Cc1ccc(-c2csc3nc[nH]c(=S)c23)cc1C	-1%	1%	2%	10%	-7%	-10%	-30%	1%
Cc1ccc(NC(=O)Cn2c(=O)n(Cc3ccco3)c(=O)c3ccc(C(=O)NC4CCCC4)cc32)c(C)c1	0%	5%	.	.	?	9%	-24%	.
COC(=O)c1ccccc1NC(=O)Nc1ccc(C)cn1	-1%	-8%	-2%	-2%	4%	4%	12%	13%
O=C(COC(=O)/C=C/c1ccc(F)cc1)Nc1ccc(Cl)cn1	1%	5%	15%	3%	1%	5%	5%	-3%
COc1cccc(-c2cc(C(F)(F)F)nc(-n3cncn3)n2)c1	-2%	3%	?	-9%	4%	-2%	4%	-12%
c1csc(-c2ccn[nH]2)c1	4%	4%	11%	2%	6%	0%	8%	7%
Cc1ccc(NC(=S)NC2CC3CCC(C2)N3Cc2ccco2)cc1C (stereo not given)	-4%	-9%	-1%	-6%	1%	0%	1%	-14%
Cc1ccc(S(=O)(=O)N2CC3(C)CN(S(=O)(=O)c4ccc(C)cc4)CC(C)(C2)C3)cc1	-1%	-4%	8%	-1%	-1%	-2%	3%	.
S=C(Nc1ccc(Br)cc1Cl)NN1CCOCC1	-1%	-8%	-5%	-3%	-2%	-3%	-4%	8%
O=C(Nc1nccs1)c1cc2c(s1)CCCCC2	6%	9%	?	-4%	7%	7%	9%	.
N/C(=N\OC(=O)c1cccc(Cl)c1)c1cccnc1	1%	-19%	7%	4%	-10%	-18%	-13%	.
O=C(c1ccc(S(=O)(=O)Cc2ccccc2F)c([N+](=O)[O-])c1)N1CCCC1	-1%	2%	?	1%	6%	-11%	-7%	.
COc1ccc(-c2nc(N3CCC(C)CC3)[nH]c(=O)c2C#N)cc1	-1%	-10%	?	-13%	1%	-21%	-11%	.
O=[N+]([O-])c1ccc(NCc2ccc3c(c2)OCO3)cc1	-2%	4%	3%	7%	-4%	?	-18%	.
Cc1nn(-c2ccccc2)c(Cl)c1C(=O)NCCN(C)C	0%	-7%	-6%	-6%	-2%	2%	1%	.
COCCn1c(CCC(=O)Nc2ccc(OC)c(OC)c2)nc2cccnc21	-1%	0%	.	.	-5%	3%	-3%	.
CC(=O)Oc1ccc(Cl)cc1/C=C/c1cc(OC(C)=O)c2ccccc2n1	-1%	1%	?	-5%	?	?	-25%	13%
CN(C)S(=O)(=O)c1ccc(NC(=O)CN2CCN(C(c3ccccc3)c3ccccc3)CC2)cc1	0%	-1%	-6%	-7%	-12%	-14%	-9%	-5%
CSc1nnc(C)c(/C=C/Nc2ccc(Cl)cc2)n1	-8%	-1%	-2%	-25%	8%	16µM*	-30%	1%
Cc1ccc(Nc2c(-c3c[nH]c4ccccc34)nc3cc(C)ccn23)cc1	-14%	3%	.	.	3%	?	11µM*[quencher]	.
COC(=O)c1c(NC(=O)Cc2ccccc2)sc2c1C(C(=O)OC)CC2 (stereo not given)	-2%	2%	?	6%	-10%	?	-22%	-4%
Cc1cc(/C=C2/NC(=O)N(Cc3ccccc3F)C2=O)c(C)n1C(C)C	-6%	-1%	2µM*	-6%	12%	?	-25%	-10%
COCCCNC(=S)Nc1cccc2ncccc12	2%	-2%	?	4%	-5%	-10%	-3%	25%
COc1ccc(CCNC(=O)C(=O)NCC(c2ccco2)S(=O)(=O)c2cccs2)cc1 (stereo not given)	0%	7%	.	.	-11%	-13%	-18%	.
Cc1cc(F)ccc1NS(=O)(=O)c1ccc(-n2cccn2)cc1	-2%	-5%	.	.	-4%	0%	-27%	.
COc1cc(C)c(Br)cc1S(=O)(=O)N1CCOCC1	-4%	2%	-3%	-5%	-10%	-1%	-10%	-1%
COc1ccc(CCNC(=O)C2CCCN(c3nn4c(=O)cc(C)nc4s3)C2)cc1OC (stereo not given)	-5%	-7%	?	-8%	5%	11%	8%	?
O=C1C(Cl)=C(N2CCN(Cc3ccccc3)CC2)C(=O)N1Cc1ccccc1	-6%	-4%	?	2%	0%	?	-16%	21%
CCN1C(=O)NC(c2cccnc2)C(C(=O)OC)=C1C (stereo not given)	-1%	0%	7%	-8%	-6%	-7%	-5%	.
O=C(Nc1nc(-c2ccc3c(c2)Cc2ccccc2-3)cs1)c1ccccc1	-2%	-5%	5%	-4%	-9%	?	-8%	-1%
COc1ccc(OC)c(C(=O)COC(=O)c2c(OC)cccc2OC)c1	0%	2%	6%	6%	-1%	-10%	-7%	4%
CCOc1ccccc1NC(=O)Cn1c(=O)sc2ccccc21	-1%[53 µM]	8%[53 µM]	9%	2%	-11%	-3%	-12%	2%
CC(C)Oc1ccc2c(=O)cc(-c3ccccc3)oc2c1	1%	-1%	-10%	6%	?	?	-13%	.
O=C(COC(=O)CC1CC2CCC1C2)Nc1cc([N+](=O)[O-])ccc1F (stereo not given)	0%	2%	-8%	-6%	3%	-5%	-30%	2%
COc1ccc(C)cc1NC(=O)C(=O)NNC(=O)c1ccco1	-3%	-4%	1%	2%	-13%	-21%	-15%	-2%
Cc1sc2nc(CN3CCOCC3)nc(N3CCOCC3)c2c1C	-9%	-2%	14µM*	4%	3%	-3%	2%	.
CCOC(=O)c1c(CSc2ccccc2)n(C)c2cc(Br)c(OCC(O)CNC(CO)(CO)CO)cc12 (stereo not given)	-2%	2%	0%	-16%	-6%	-18%	-14%	-3%
OCCNc1cc(-n2nc(-c3ccccc3)cc2-c2ccccc2)ncn1	2%	0%	-12%	6%	-7%	-5%	-18%	0%
Cc1cc(OCc2cn3cccnc3n2)ccc1Cl	-1%	8%	-3%	11%	0%	2%	-1%	0%
CCn1c(SCC(=O)Nc2cc(NC(C)=O)ccc2OC)nnc1-c1cccnc1	2%	4%	8%	8%	-2%	-2%	2%	-3%
O=C(c1cn(CCOc2ccc(Cl)cc2)c2ccccc12)C1CCCCC1	-18%	2%	.	.	-10%	-1%	-17%	.
CCc1ccc(Oc2c(C(F)(F)F)oc3c(CN4CCN(CC)CC4)c(O)ccc3c2=O)cc1	-49%	-6%	.	.	0%	2%	-7%	.
O=C(CCCc1ccccc1)NC1CC(=O)N(c2ccc(F)cc2)C1 (stereo not given)	-1%	2%	.	.	-15%	-8%	-14%	.
Cc1cc(C)n(CC2CC(=O)N(c3ccccc3)C2=O)n1 (stereo not given)	-1%	4%	10%	1%	0%	-4%	-3%	7%
CCSC1=NC2(CCN(C(=O)NC3CCCCC3)CC2)N=C1c1ccc(OC)cc1	?	1%	.	.	-1%	?	-16%	.
CC[C@H](CO)NCCN[C@@H](CC)CO	1%[53 µM]	0%[53 µM]	14%[20.9 µM]	14%[29.1 µM]	.	.	.	.
Cc1ccc(C(=O)C(C)OC(=O)c2cc3cc([N+](=O)[O-])ccc3oc2=O)cc1 (stereo not given)	-5%	-6%	-15%	-6%	-4%	?	-17%	-5%
CCOc1nc(S(=O)(=O)c2ccc(C)cc2)c(Cl)s1	-6%	2%	7%	3%	-5%	-5%	-10%	1%
CCOCCCn1c(=N)c(C(=O)NC(C)c2ccccc2)cc2c(=O)n3cc(C)ccc3nc21 (stereo not given)	-4%	4%	.	.	12%	5%	10%	.
CCC[C@@H]1C[C@@]1(CCC)[C@@H](NP(=O)(c1ccccc1)c1ccccc1)c1ccc(C(=O)OC)cc1	0%&-1%	1%&0%	6%&1%	4%&1%	-4%&10%	?	-24%&-16%	-10%
O=C(Nc1cccc(C(F)(F)F)c1)c1cc2c(s1)-c1ccccc1OC2	5%	-17%	?	?	?	?	?	36%[activator]

Single values from the list.
For Tau fluor cs, CCOCCCn1c(=N)c(C(=O)NC(C)c2ccccc2)cc2c(=O)n3cc(C)ccc3nc21 (stereo not given) has 10%
For TR SRC2 fluor cs, CCc1ccc(Oc2c(C(F)(F)F)oc3c(CN4CCN(CC)CC4)c(O)ccc3c2=O)cc1 has -49%
For Tau fluor cs, O=C(COC(=O)CC1CC2CCC1C2)Nc1cc([N+](=O)[O-])ccc1F (stereo not given) has -30%
For ALDH1A1 inh, CCn1c(SCC(=O)Nc2cc(NC(C)=O)ccc2OC)nnc1-c1cccnc1 has 8%

Ordered by number of heavy atoms (low to high): some entries from above
SMILES	TR SRC2 fluor cs	TRb-SRC2 inh	ALDH1A1 inh	aGal spleen mod	Tau fibril FP	Tau fibril ThT	Tau fluor cs	L3MBTL1 inh
CC(=O)c1cc2ccc(O)cc2oc1=O	-1%	5%	.	?	8%	?	-3%	8%
Cc1ccc(Nc2c(-c3c[nH]c4ccccc34)nc3cc(C)ccn23)cc1	-14%	3%	.	.	3%	?	11µM*[quencher]	.
CCOC(=O)c1c(CSc2ccccc2)n(C)c2cc(Br)c(OCC(O)CNC(CO)(CO)CO)cc12 (stereo not given)	-2%	2%	0%	-16%	-6%	-18%	-14%	-3%

Rows are unselected, and some 8.5% of all compounds hit somewhere here.
